Assay outcomes as filed in PubChem BioAssay.
NR2F2 inh – NR2F2 (human) inhibition, primary screen; 370,000 tested, 0.7% active; P24468; AID 686940; inhibition, % at 8.6 µM; HEK293T NGFI-A luciferase reporter, luminescence;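 active = inhibition above a per-plate cutoff, mean inhibition of test wells between control levels plus 3 SD, cut at about 38% in these data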;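 also: cells cotransfected with COUP-TFII expression vector driving the NGFI-A reporter; 0% = median of COUP-TF2 test wells and 100% = reporter-only cells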
Target sequence (P24468 whole entry, looked up): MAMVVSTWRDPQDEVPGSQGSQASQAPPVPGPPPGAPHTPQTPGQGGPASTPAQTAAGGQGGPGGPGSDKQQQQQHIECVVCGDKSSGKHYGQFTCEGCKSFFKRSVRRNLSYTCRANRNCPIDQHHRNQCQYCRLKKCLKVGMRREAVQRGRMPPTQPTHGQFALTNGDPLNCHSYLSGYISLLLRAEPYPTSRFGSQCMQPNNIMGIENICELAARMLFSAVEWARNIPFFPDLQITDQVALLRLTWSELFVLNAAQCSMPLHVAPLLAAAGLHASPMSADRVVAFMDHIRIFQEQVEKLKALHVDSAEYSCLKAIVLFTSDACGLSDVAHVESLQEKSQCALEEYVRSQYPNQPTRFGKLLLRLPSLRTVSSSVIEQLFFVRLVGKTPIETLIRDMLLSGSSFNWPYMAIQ
EBV LMP1 NFkB – inhibitors of Epstein-Barr LMP1-induced NF-kappaB reporter; LMP1-induced NF-kappaB luciferase reporter cells, luminescence; 350,000 tested, 0.69% active; inhibition, % at 12.5 µM; in the data active = inhibition above about 41%;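 also: 0% = neutral control wells and 100% = reference inhibitor control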
NCOA2 inhibitor – human SRC2 (NCOA2) inhibition. Q15596. 370,000 tested, 0.17% active. AID 651957. inhibition, % at 9 µM. HEK293 GAL4-SRC2 luciferase reporter, luminescence;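 active = inhibition above the mean inhibition of all tested compounds plus 3 SD, set per campaign, cut at about 52% in these data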;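 also: 0% = DMSO treated cells and 100% = cells given Gossypol at 36 µM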
NCOA3 inh – inhibits human SRC3 coactivator; Q9Y6Q9; HEK293 GAL4-SRC3 luciferase reporter, luminescence; inhibition, % at 3.6 µM; 360,000 tested, 0.17% active;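 active = inhibition above a per-campaign cutoff, the mean of all compounds plus 3 SD, cut at about 60% in these data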;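 also: 0% = DMSO-treated cells and 100% = gossypol-treated cells at 36 µM; higher means less SRC3-driven luciferase light from the GAL4 reporter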
TROY NFkB inh – blocks TROY-dependent signaling in reporter cells. Q293 LMP1-TROYcd NF-kB luciferase reporter, 4 h. inhibition, % at 10 µM. 360,000 tested, 0.98% active. AID 1347056;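 active = compounds whose plate-normalised and pattern-corrected inhibition of the luciferase reporter signal at the single screening dose is 50% or more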
C8 TRAIL sens – caspase-8 TRAIL sensitization. NB7+C8 cells + TRAIL, ATPlite viability luminescence. inhibition (viability loss, TRAIL sensitization), % at 10 µM. 360,000 tested, 1% active;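 active = compounds causing at least 50% loss of cell viability in the single-dose screen, relative to plate controls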
LRH-1 inv ag – inverse agonists of human LRH-1 (NR5A2); inhibition, % at 3.6 µM; 360,000 tested, 0.13% active; HEK293T StAR-luciferase reporter, LRH-1 transfected, 24 h;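 active = inhibition above the mean inhibition of all tested compounds plus 3 SD, cut at about 73% in these data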;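 also: 0% = DMSO wells and 100% = reporter-only cells lacking LRH-1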
Target sequence (O00482 whole entry, looked up): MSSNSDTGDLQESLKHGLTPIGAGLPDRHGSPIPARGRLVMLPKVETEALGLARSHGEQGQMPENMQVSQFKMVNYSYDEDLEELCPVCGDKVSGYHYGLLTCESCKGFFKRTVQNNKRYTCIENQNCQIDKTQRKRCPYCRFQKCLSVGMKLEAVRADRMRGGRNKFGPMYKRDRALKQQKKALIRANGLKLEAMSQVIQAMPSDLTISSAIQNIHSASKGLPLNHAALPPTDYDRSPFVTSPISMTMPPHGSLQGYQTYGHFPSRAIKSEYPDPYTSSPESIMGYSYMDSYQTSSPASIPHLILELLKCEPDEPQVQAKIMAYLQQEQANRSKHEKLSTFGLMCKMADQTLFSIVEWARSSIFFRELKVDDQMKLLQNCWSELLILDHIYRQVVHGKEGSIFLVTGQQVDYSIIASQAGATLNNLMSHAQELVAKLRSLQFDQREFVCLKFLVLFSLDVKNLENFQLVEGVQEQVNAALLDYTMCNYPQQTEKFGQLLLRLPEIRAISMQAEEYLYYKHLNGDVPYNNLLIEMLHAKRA
NCOA1 inh – inhibitors of human steroid receptor coactivator 1 (SRC1); Q15788; HEK293 GAL4-SRC1 luciferase reporter, luminescence; inhibition, % at 3.6 µM; 360,000 tested, 0.12% active; AID 588354;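 active = inhibition above the campaign mean plus 3 SD, with each screening campaign given its own cutoff, cut at about 60% in these data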;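 also: 0% = DMSO treated cells and 100% = gossypol at 36 µM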
KKLEB tox – reduces viability of KKLEB cystic fibrosis airway cells. KKLEB CF airway cells viability, ATPlite luminescence, overnight; stronger effect = lower value; cells stimulated with P. aeruginosa culture filtrate. activity change (cytotoxicity), % at 5 µM. 360,000 tested, 0.36% active. AID 602141;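 active = corrected activity change at or below -50% at 5 µM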
TWEAK Fn14 block – TWEAK-Fn14 signaling inhibition; 360,000 tested, 2% active; inhibition, % at 10 µM; TWEAK-stimulated Fn14 reporter cells, luciferase luminescence, 8 h; in the data active = inhibition above about 50%
CF NFkB inh – cystic fibrosis NF-kB activation inhibition; inhibition, % at 5 µM; 360,000 tested, 0.86% active; AID 588850; KKLEB NF-kB-GFP reporter, PAF-induced, GFP fluorescence overnight;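 active = at least 50% inhibition at 5 µM, scaled per plate between neutral and stimulator controls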;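 also: PAF is a Pseudomonas aeruginosa culture filtrate used as stimulus; plate controls were PAF-stimulated DMSO wells for no effect and unstimulated DMSO wells for full effect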
Active calls of the source: *; . = not tested or not shown.

SMILES	NR2F2 inh	EBV LMP1 NFkB	NCOA2 inhibitor	NCOA3 inh	TROY NFkB inh	C8 TRAIL sens	LRH-1 inv ag	NCOA1 inh	KKLEB tox	TWEAK Fn14 block	CF NFkB inh
NC(=S)Nc1ccc(Cl)c(Cl)c1	20.8	0.9	28.9	22.7	7.0	5.4	15.1	-9.2	4.4	26.9	-8.6
Cc1ccc2c(c1)cc(CN(Cc1ccc3c(c1)OCO3)C(=O)c1ccccc1)c1nnnn12	11.4	-2.4	8.7	15.8	-9.6	14.1	3.0	0.3	16.0	29.4	-9.3
CCOc1ccc(OCC)c(NS(=O)(=O)c2cccc3nsnc23)c1	-4.4	-13.4	4.0	11.7	-5.8	8.8	6.5	-12.1	0.8	-2.0	-5.9
COc1ccc(NC(=O)C2CC(=O)N(CCc3ccc(F)cc3)C2)c(OC)c1 (centres undefined)	3.9	3.5	-16.2	-5.2	-5.5	7.3	2.2	-22.1	9.4	5.8	-5.7
CC(Oc1ccccc1)C(=O)Nc1c2c(nn1-c1ccccc1)CS(=O)C2 (centres undefined)	7.0	0.2	7.6	-1.9	-1.5	-14.1	6.2	9.6	-1.5	3.0	13.2
Cc1nc(-c2ccc(S(=O)(=O)N3CCN(CCc4ccccc4)CC3)s2)cs1	-4.5	.	-1.4	5.5	6.4	-9.0	-1.1	-51.7	6.6	8.5	1.1
O=c1[nH][nH]cc1C=Nc1ccc(Cl)cc1Cl	14.3	2.3	3.8	9.0	-6.0	-4.8	2.9	-26.0	-2.9	-1.2	13.0
COc1cc(Cl)cc(C2NC(=O)NC(C)=C2C(=O)NCc2ccccc2)c1O (centres undefined)	16.1	-3.9	-13.1	3.6	0.4	-7.9	-2.5	-19.5	-16.6	-5.0	11.6
O=C(CCCc1c[nH]c2ccccc12)NCC1COc2ccccc2O1 (centres undefined)	6.4	-4.4	-26.8	5.5	8.4	7.7	11.2	1.7	-1.5	5.7	-4.1
Nc1cc(S(=O)(=O)N2CCOCC2)ccc1N1CCCCC1	6.7	-1.2	2.2	-4.4	-1.6	-1.2	-4.2	0.6	-0.4	8.2	-4.5
CN(C)c1ccc(C=O)c(Oc2ccccc2)c1	6.0	-9.6	-14.2	-5.0	-16.3	-11.1	-22.2	-6.6	-0.3	-34.9	10.5
COCCN(C(=O)COC(=O)CCC(=O)c1ccc(Cl)cc1)c1c(N)n(Cc2ccccc2)c(=O)[nH]c1=O	-3.2	4.3	11.3	-23.3	15.3	-5.1	-14.0	1.1	-8.5	-0.2	9.5
Nc1cc([N+](=O)[O-])ccc1Nc1ccc(O)cc1	5.5	-2.3	12.2	-4.2	3.5	7.6	-4.2	-12.3	-11.3	-10.8	3.0
CSc1nc(N)c2c3c(sc2n1)COC(C(C)C)C3 (centres undefined)	0.7	3.7	-17.4	-4.9	6.8	16.7	9.9	-1.0	-18.8	5.7	-2.2
N/C(=N\OC(=O)/C=C/c1ccccc1)c1ccccc1	-35.9	-21.3	-35.7	-61.2	-31.6	43.2	-118.6	-127.8	3.8	-4.9	-27.2
c1ccc(-c2nnnn2CCOCCn2nnnc2-c2ccccc2)cc1	14.2	-3.1	14.0	2.6	3.0	-15.1	-13.0	3.1	-10.8	0.2	9.3
Cc1cc(C)c(O)c(-c2cc(C(=O)Nc3cccnc3)[nH]n2)c1	-9.7	-14.7	-8.8	-28.8	7.0	8.0	-45.2	-11.7	6.5	17.0	13.8
O=C(CNC(=O)c1cccc(F)c1)N/N=C/c1cccnc1	1.1	5.6	-3.9	-6.7	8.3	9.8	6.3	4.3	6.4	10.4	-5.9
O=S(=O)(NCc1ccc(F)cc1)c1cccc(S(=O)(=O)N2CCOCC2)c1	-4.2	-1.8	-0.8	11.7	-3.4	14.4	18.4	16.1	2.8	-3.5	16.6
NC1(C(=O)O)CSSC1	-11.7	0.7	-13.4	-9.3	-0.2	11.6	-20.8	-28.9	2.7	13.5	61.8*
Cc1cc(C)n2nc(SCCC(=O)NCc3ccccc3)nc2n1	2.5	-2.7	-4.6	6.0	-5.5	-35.0	2.6	-0.3	2.1	-8.0	-1.0
COc1ccc(-n2nc(C(=O)NCC(=O)Nc3cccc(Cl)c3)c3ccccc3c2=O)cc1OC	9.6	22.8	13.5	-6.5	3.1	34.8	-5.3	12.3	-8.2	-33.0	10.1
O=C(NCCc1ccccc1)c1ccccc1C(F)(F)F	-16.0	-7.6	-64.8	-29.6	-52.6	-9.2	-12.8	-25.0	9.2	-4.1	-20.9
O=C(COc1ccccc1O)Nc1ccccc1Cl	-19.7	-15.5	-63.6	-22.2	-46.8	-8.5	-93.9	-74.5	-23.3	-62.9	-6.8
CCCCCCCCNC(=O)c1cccnc1SCC(=O)Nc1ccc(OC)cc1OC	-12.8	4.4	2.8	5.3	-33.0	7.3	19.5	-1.3	-0.7	-14.6	-17.0
SMILES	NR2F2 inh	EBV LMP1 NFkB	NCOA2 inhibitor	NCOA3 inh	TROY NFkB inh	C8 TRAIL sens	LRH-1 inv ag	NCOA1 inh	KKLEB tox	TWEAK Fn14 block	CF NFkB inh
CC1(C(=O)NCC2CCCO2)Oc2cccnc2NC1=O (centres undefined)	-31.2	-0.9	-14.8	14.3	14.8	-3.5	18.1	-30.7	-1.0	3.7	-2.6
CCOc1nc(-c2ccncc2)nc2ccccc12	8.4	-7.1	19.2	5.4	1.8	1.5	15.2	-15.1	-6.0	18.3	10.7
CC1(C)CC(=O)C2=C(C1)NCN(Cc1ccccc1)C2	13.9	0.2	-24.8	4.3	-11.3	-8.6	0.8	8.1	1.6	0.3	-7.2
CCOC(=O)c1cc2ccc(OC(=O)c3ccco3)cc2oc1=O	-25.5	-18.7	-6.1	-21.0	-0.9	0.5	-35.4	-17.0	17.6	-1.4	-7.3
CN1CCN(C2=Cc3ccccc3Sc3cc(F)c(Cl)cc32)CC1	-11.8	-9.8	23.6	-8.2	3.4	2.2	-3.9	10.0	-9.4	-4.9	9.6
CC(C)(O)C(O)COc1c2ccoc2cc2oc(=O)ccc12 (centres undefined)	-7.3	-0.6	-2.8	-0.8	-9.8	-7.7	14.0	-11.5	-0.2	0.0	-11.6
N/C(=N\OC(=O)c1ccccc1)C(Cc1ccccc1)C(=O)NOC(=O)c1ccccc1 (centres undefined)	4.8	-40.0	-0.6	-5.4	-6.7	89.4*	19.9	-1.6	-17.1	-7.7	9.4
O=[N+]([O-])c1ccc2c(c1)CNc1ccccc1O2	13.8	9.3	-29.7	4.2	-41.8	1.8	17.3	3.1	6.9	-10.9	-11.5
CCCCn1cc(C(=O)c2cc(Br)ccc2O)cc(C#N)c1=O	19.8	-0.6	-5.3	-28.7	24.2	-0.2	10.4	-3.4	3.5	7.9	-9.6
Cc1ccc2c(c1)c1c(n2CC(O)Cn2nc(C)c(Br)c2C)C(=O)CCC1 (centres undefined)	5.2	-1.9	10.2	16.5	-3.0	3.8	8.7	0.7	-4.1	-10.7	9.3
CC1CCC(C#N)(N(C)C(=O)CSc2nnc(C3CC3)n2C2CC2)CC1 (centres undefined)	7.9	-2.9	23.3	-6.2	-7.5	22.7	-17.2	-2.8	5.4	7.0	1.3
NS(=O)(=O)c1ccc(CCN=C(NS(=O)(=O)c2cccs2)c2ccccc2)cc1	-0.2	7.4	1.8	18.1	5.2	-1.7	-3.6	1.6	-4.8	-4.8	0.9
O=C(COC(=O)CNS(=O)(=O)/C=C/c1ccccc1)Nc1cccc2ccccc12	-5.0	7.6	-10.9	6.0	7.2	-2.8	-17.1	-12.6	-3.1	2.2	8.0
COc1ccc(C2C(C(=O)c3ccco3)=C(O)C(=O)N2CC2CCCO2)cc1 (centres undefined)	-11.2	0.8	-11.1	14.6	-2.8	-3.7	-14.4	12.0	-7.5	34.2	17.9
NNC(=O)CCCCCCCCCCOCCCCO	-3.8	1.4	-2.4	20.2	24.6	-4.5	7.9	-5.5	5.3	6.8	-21.6
CCOC(=O)c1nnsc1NC(=O)Nc1ccc(OC)cc1	7.5	8.7	11.4	8.3	6.4	7.5	17.0	-20.1	2.8	10.8	-4.5
COc1cc(C)nc(N2CCCC(C(=O)Nc3cccc(Cl)c3C)C2)n1 (centres undefined)	-3.6	-26.3	2.0	8.1	-9.6	-3.2	-15.5	1.0	2.5	13.2	5.6
COc1ccc(NC(=O)CN(c2cc(C)cc(C)c2)S(=O)(=O)c2c(C)noc2C)cc1OC	-6.1	2.4	-44.6	3.6	17.5	2.4	1.9	-25.5	3.1	-0.4	15.9
CC(=O)Nc1c([N+](=O)[O-])cc(C)c(Cl)c1[N+](=O)[O-]	-23.5	-3.2	35.5	22.0	13.1	-0.9	31.1	-3.6	23.6	16.6	-41.6
CCN(C(=O)COC(=O)CCC(=O)c1ccc(C)cc1)c1c(N)n(Cc2ccccc2)c(=O)[nH]c1=O	3.6	-5.7	-5.3	-1.1	-10.0	15.0	16.2	-5.9	-1.4	2.0	-6.0
O=C1C2C(C(=O)N1CCc1ccccc1)C1C=CC2C12CC2 (centres undefined)	-15.1	5.1	-11.6	5.5	-28.5	5.4	-15.9	-10.8	-1.7	-6.6	10.3
COc1ccc(NC(=O)CSc2nc(C)cc(C)n2)cc1	9.4	8.1	-1.7	9.7	-2.9	-8.0	36.5	4.8	0.5	-17.5	-0.9
CC(NC(=S)Nc1ccccc1Cl)C(c1ccccc1)N1CCOCC1 (centres undefined)	-1.3	10.1	-7.9	1.5	-4.8	-5.2	5.2	2.1	-11.5	-9.2	8.5
COc1nc(-c2ccc(Cl)cc2)ccc1-c1noc(-c2ccco2)n1	-14.4	-0.3	8.3	-15.2	-19.4	-19.8	-17.2	-0.3	1.5	-14.4	5.1
Cc1cc(C(=O)CN2C(=O)NC3(CCCCC3)C2=O)c(C)n1Cc1ccco1	-52.1	-18.3	-71.7	-121.1	-38.1	-1.7	-86.6	-123.3	7.6	-7.1	-12.3
O=C(NC1CCCCC1)C(c1ccc(O)cc1)N(C(=O)c1cnccn1)c1cccc(F)c1 (centres undefined)	3.0	-1.8	22.2	0.7	-1.1	6.4	-23.6	-0.7	5.6	-15.3	-9.6
Cc1ccc(S(=O)(=O)NC(=O)COc2ccc(Cl)cc2Cl)cc1	6.3	2.9	-4.2	-4.0	-30.5	12.6	5.2	-2.6	2.6	-22.8	-23.8
COc1ccc(NC(=O)COC(=O)CCc2ccc(S(=O)(=O)N3CCOCC3)cc2)c(OC)c1	-17.3	-12.9	-8.4	26.4	19.2	4.7	20.2	-0.7	-8.7	1.8	-3.3
COc1ccc(N=NC2=C(O)CC(C)(C)CC2=O)cc1	-39.6	-16.4	-23.1	-62.6	-67.5	9.6	-54.1	-104.1	8.1	1.9	-9.9

Among those listed so far, these have a thiophene ring, fused or not.
SMILES	NR2F2 inh	EBV LMP1 NFkB	NCOA2 inhibitor	NCOA3 inh	TROY NFkB inh	C8 TRAIL sens	LRH-1 inv ag	NCOA1 inh	KKLEB tox	TWEAK Fn14 block	CF NFkB inh
Cc1nc(-c2ccc(S(=O)(=O)N3CCN(CCc4ccccc4)CC3)s2)cs1	-4.5	.	-1.4	5.5	6.4	-9.0	-1.1	-51.7	6.6	8.5	1.1
CSc1nc(N)c2c3c(sc2n1)COC(C(C)C)C3 (centres undefined)	0.7	3.7	-17.4	-4.9	6.8	16.7	9.9	-1.0	-18.8	5.7	-2.2
NS(=O)(=O)c1ccc(CCN=C(NS(=O)(=O)c2cccs2)c2ccccc2)cc1	-0.2	7.4	1.8	18.1	5.2	-1.7	-3.6	1.6	-4.8	-4.8	0.9
